High-throughput results deposited in PubChem by The Scripps Research Institute Molecular Screening Center.
CHRM1 antagonist = blocks human M1 muscarinic receptor. P11229. actives 1.3% (n = 360,000). CHO-K1 hM1, Fluo-8 calcium fluorescence, ACh EC80 antagonist. inhibition, % at 3 µM. AID 588852;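 active means percent inhibition above its own plate's cutoff, namely the mean of that plate's compound wells plus 3 SD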;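 further: peak over basal fluorescence ratio during 140 s after agonist addition; 0% = ACh EC80 plus DMSO and 100% = DMSO alone without agonist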
TAAR1 antag = human TAAR1 antagonism. CHO RD-HGA16 TAAR1, Fluo-8 calcium fluorescence, antagonist. inhibition, % at 3 µM. actives 1.5% (n = 360,000). AID 624466;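 active means inhibition above a per-plate cutoff, the mean inhibition of test compounds on that plate plus 3 SD, cut at about 49% in these data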;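 further: 0% = DMSO plus EC80 beta-PEA response and 100% = DMSO alone without agonist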
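Material: RD-HGA16 CHO cells with stable hTAAR1 and Gα16; Dosing: single nominal final test compound concentration of 3 µM; Schedule: seeding 17-24 h prior, 75-min 37 °C, 30-min RT dye loading; Detection: kinetic Fluo-8 calcium fluorescence measurement; Measure: % inhibition from peak post-agonist over basal fluorescence ratio; Benchmarks: vehicle and agonist controls.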
CHRM1 agonist = activates human CHRM1 receptor; P11229; CHO-K1 hM1, Fluo-8 calcium fluorescence, agonist mode; 0% DMSO, 100% acetylcholine EC100; activation, % at 3 µM; actives 0.33% (n = 360,000); AID 588814;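 active means activation above the run's mean compound activation plus 3 SD, cut at about 16% in these data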;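 further: peak over basal fluorescence ratio within a 140 s kinetic read after compound addition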
TAAR1 ag = agonists of human TAAR1. Q96RJ0. CHO RD-HGA16 TAAR1, Fluo-8 calcium fluorescence; vehicle wells 0%, saturating PEA agonist 100%. activation, % at 3 µM. actives 0.99% (n = 360,000);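 active means activation above the mean activation of all test compounds in the run plus 3 SD, cut at about 38% in these data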
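System: CHO-derived RD-HGA16 cells with stable Gα16 and human TAAR1 / Times: 17-24 h plating, Fluo-8 75 min 37 °C, 30 min RT / Technique: calcium-sensitive Fluo-8 signal, excitation 470-495, emission 515-575 nm / Measure: % activation relative to PEA EC100 response / Benchmarks: DMSO and PEA EC100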
OXTR agonist = activates the human oxytocin receptor. P30559. CHO-OTR cells, Fluo-8 calcium fluorescence; normalized: DMSO 0%, oxytocin 100%. activation, % at 3 µM. actives 0.32% (n = 320,000);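 active means activation above the mean of all tested compounds plus 3 SD, cutoff set per screening run, cut at about 20% in these data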;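 further: peak over basal fluorescence ratio from a 100 s FLIPR kinetic read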
Target sequence (P30559 whole entry, looked up): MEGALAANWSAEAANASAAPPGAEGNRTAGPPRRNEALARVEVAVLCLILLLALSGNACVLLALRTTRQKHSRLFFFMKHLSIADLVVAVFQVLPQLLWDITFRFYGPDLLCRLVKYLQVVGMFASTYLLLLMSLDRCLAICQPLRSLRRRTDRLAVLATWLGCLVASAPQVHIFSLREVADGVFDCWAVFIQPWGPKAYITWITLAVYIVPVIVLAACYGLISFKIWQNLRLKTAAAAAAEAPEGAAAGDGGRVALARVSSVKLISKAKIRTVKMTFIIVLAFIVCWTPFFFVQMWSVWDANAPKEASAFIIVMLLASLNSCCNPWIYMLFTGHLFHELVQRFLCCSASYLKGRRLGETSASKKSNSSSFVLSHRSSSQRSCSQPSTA
CHRM1 PAM = positive allosteric modulators of human M1 muscarinic receptor; CHO-K1 hM1, Fluo-8 calcium fluorescence, ACh EC20; 0% = ACh EC20, 100% = maximal ACh; P11229; actives 0.088% (n = 360,000); activation, % at 3 µM; in the data active means activation above about 19%, passing the limit was not always enough
OXTR potentiate = human OXTR potentiation; P30559; CHO-OTR cells, Fluo-8 calcium fluorescence, potentiator mode; 0% = oxytocin EC15, 100% = EC100; activation, % at 3 µM; actives 0.061% (n = 320,000); AID 2445;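 active means activation above that plate's cutoff, the mean activation of tested compounds plus 3 SD, cut at about 6.6% in these data, passing the limit was not always enough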;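 further: 100% uses oxytocin at 75 nM as the full agonist control; some results filed as inactive read as strong as hits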
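test system = CHO-OTR cells, human receptor | compound = single-point 3.0 µM | schedule = 6 min compound pre-incubation at room temperature, 100 s kinetic read | signal = Fluo-8 no-wash calcium dye fluorescence, excitation 470-495 nm, emission 515-575 nm | repeats = single well per compound, singlicate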
CHO parental Ca = signal in parental CHO cells, OX1R antagonist counter-screen; parental CHO-K1, ATP-induced calcium, Fluo-8 fluorescence; inhibition, % at 5.6 µM; actives 0.63% (n = 330,000);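 active means inhibition above that plate's mean sample inhibition plus 3 SD, cut at about 26% in these data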;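 further: 0% = ATP-challenged DMSO wells and 100% = DMSO wells without ATP; some compounds past the cut are filed as inactive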
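Assay system: parental CHO cells; Read-out basis: percent inhibition of ATP-evoked calcium rise, normalized to controls; Benchmarks: ATP and no-ATP DMSO wells; Compound dosing: single nominal dose of 5.6 µM per compound; Signal: Fluo-8 calcium dye fluorescence; Also added: ATP as calcium-mobilizing challenge; Repeats: singlicate.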
V1R ag counter = counter-screen for oxytocin receptor agonists: human V1a receptor agonists; AID 2797; activation, % at 3 µM; actives 0.25% (n = 320,000); P37288; CHO-V1R cells, Fluo-8 calcium fluorescence, agonist mode; 0% DMSO, 100% 3 nM vasopressin;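 active means activation above the mean activation of all tested compounds plus 3 SD, per screening run, cut at about 20% in these data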;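 further: signal is peak over basal fluorescence ratio across a 100 second FLIPR read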
Target sequence (P37288 whole entry, looked up): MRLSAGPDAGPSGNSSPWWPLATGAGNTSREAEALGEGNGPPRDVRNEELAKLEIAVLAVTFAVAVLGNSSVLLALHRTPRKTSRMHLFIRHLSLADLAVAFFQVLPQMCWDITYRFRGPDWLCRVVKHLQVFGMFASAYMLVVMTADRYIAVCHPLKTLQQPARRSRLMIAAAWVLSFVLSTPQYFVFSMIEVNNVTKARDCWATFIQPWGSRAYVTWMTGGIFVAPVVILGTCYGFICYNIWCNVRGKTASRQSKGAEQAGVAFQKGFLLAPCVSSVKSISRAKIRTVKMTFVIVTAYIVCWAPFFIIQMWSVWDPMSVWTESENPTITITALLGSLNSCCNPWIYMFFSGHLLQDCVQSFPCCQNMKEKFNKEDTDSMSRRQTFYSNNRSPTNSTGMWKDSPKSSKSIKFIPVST
The depositor's hits bear a star; nt = not tested or not shown.

SMILES	CHRM1 antagonist	TAAR1 antag	CHRM1 agonist	TAAR1 ag	OXTR agonist	CHRM1 PAM	OXTR potentiate	CHO parental Ca	V1R ag counter
O=C(COc1coc(CN2CCN(c3ccccc3F)CC2)cc1=O)NC1CCCC1	2	-19	-2	5	-0.1	3	1	-19	-0.6
COc1ccccc1NC(=O)COC(=O)c1ccc(S(=O)(=O)N2CCCCCC2)cc1	-1	-1	10	6	1.0	17	-1	3	0.1
O=C(Nc1nc2ccc(Cl)cc2s1)c1ccc(Br)o1	-8	-8	2	2	-0.2	7	-16	-13	-0.4
COc1cccc2sc(NN)nc12	-6	8	-5	1	2.2	6	-2	-10	0.4
O=C(c1ccccc1F)N1CCN(Cc2cccc(Cl)c2)CC1	-8	-13	-5	16	-0.4	5	-2	-10	-0.2
COc1ccccc1N(C)S(=O)(=O)c1ccc(C(=O)NCC(c2ccco2)N2CCCCC2)cc1 (configuration not stated)	6	8	-7	2	nt	-4	nt	nt	nt
CC(C)CCN1CC(=O)N2[C@@H](Cc3c([nH]c4ccccc34)C2(C)C)C1=O	-8	31	-3	13	nt	4	nt	nt	nt
COc1ccccc1-c1ccc(Nc2ccc(C(=O)N3CCOCC3)cc2)nn1	6	-14	-1	2	-0.2	-1	-7	-14	0.7
CCOC(=O)NC(NCCc1ccccc1)(C(F)(F)F)C(F)(F)F	-8	87*	-6	87*	-0.9	4	0	-4	0.5
C/C(=N\NC(=O)c1cc(C)oc1C)c1ccc2c(c1)OCO2	-8	-10	-8	4	0.2	11	-2	-2	-0.3
Cc1cccc(NC(=O)CCN2CCC(C(N)=O)CC2)c1	-12	-6	-4	3	0.6	6	-4	4	0.6
Cc1cc(OCC(=O)N2CCN(c3cccc(Cl)c3)CC2)c2c(C)c(C)c(=O)oc2c1	-4	-9	-4	-2	-0.7	-2	1	3	-0.1
COc1ccc(F)cc1-c1cc(C(=O)NCc2ccc(F)cc2)[nH]n1	-6	-11	-6	0	nt	3	nt	nt	nt
O=C(Nc1ccc(Br)cc1)c1ccccc1CC[N+](=O)[O-]	1	16	-4	2	0.1	-5	-5	-5	1.5
O=C(Nc1nccs1)c1cc(S(=O)(=O)N2CCCCC2)ccc1Cl	-23	27	2	13	1.1	-9	-10	-28	1.8
CCOc1ccc(Cn2c(=O)oc3ccccc32)cc1	-6	-9	-2	1	nt	3	nt	nt	nt
CCN1CCN(C(c2cccs2)C(C)NC(=O)c2c(F)cccc2F)CC1 (configuration not stated)	-1	8	-8	2	0.8	0	-6	-3	0.0
COc1cc(CNc2ccccc2SC)cc(OC)c1OC	12	5	-1	2	2.7	-18	-9	-22	2.4
c1ccn2cc(-c3ccc4c(c3)OCO4)cc2c1	-7	-23	-5	0	0.3	6	-6	-15	0.6
O=C(CCN1C(=O)C2C3C=CC(C3)C2C1=O)NCCc1ccccc1 (configuration not stated)	-5	52*	-3	12	0.4	4	-2	-1	0.4

Reformatted in markdown: 7 of the compounds above.
| structure | CHRM1 antagonist | TAAR1 antag | CHRM1 agonist | TAAR1 ag | OXTR agonist | CHRM1 PAM | OXTR potentiate | CHO parental Ca | V1R ag counter |
| --- | --- | --- | --- | --- | --- | --- | --- | --- | --- |
| COc1ccc(F)cc1-c1cc(C(=O)NCc2ccc(F)cc2)[nH]n1 | -6 | -11 | -6 | 0 | nt | 3 | nt | nt | nt |
| COc1ccccc1NC(=O)COC(=O)c1ccc(S(=O)(=O)N2CCCCCC2)cc1 | -1 | -1 | 10 | 6 | 1.0 | 17 | -1 | 3 | 0.1 |
| COc1cccc2sc(NN)nc12 | -6 | 8 | -5 | 1 | 2.2 | 6 | -2 | -10 | 0.4 |
| O=C(c1ccccc1F)N1CCN(Cc2cccc(Cl)c2)CC1 | -8 | -13 | -5 | 16 | -0.4 | 5 | -2 | -10 | -0.2 |
| C/C(=N\NC(=O)c1cc(C)oc1C)c1ccc2c(c1)OCO2 | -8 | -10 | -8 | 4 | 0.2 | 11 | -2 | -2 | -0.3 |
| c1ccn2cc(-c3ccc4c(c3)OCO4)cc2c1 | -7 | -23 | -5 | 0 | 0.3 | 6 | -6 | -15 | 0.6 |
| CC(C)CCN1CC(=O)N2[C@@H](Cc3c([nH]c4ccccc34)C2(C)C)C1=O | -8 | 31 | -3 | 13 | nt | 4 | nt | nt | nt |

(cont.)
SMILES	CHRM1 antagonist	TAAR1 antag	CHRM1 agonist	TAAR1 ag	OXTR agonist	CHRM1 PAM	OXTR potentiate	CHO parental Ca	V1R ag counter
COc1ccc(S(=O)(=O)Nc2ncccc2C)c2ccccc12	-10	-22	-1	2	1.2	14	-4	-16	0.7
C/C(=C\c1ccccc1)CN1CCN(c2ccccc2)CC1	5	-19	-7	4	-1.6	-13	0	-12	-0.8
CCN(c1ccccc1)S(=O)(=O)c1ccc(C(=O)N(C)Cc2cccs2)cc1	-10	49*	-4	11	0.3	9	-5	2	2.7
Cc1nc(CN2CCN(C(=O)c3ccc(C(C)(C)C)cc3)CC2)cs1	-18	-9	-2	1	-1.9	13	-5	-5	-0.4
COc1ccc(CCNC(=O)CN(c2cc([N+](=O)[O-])ccc2OC)S(C)(=O)=O)cc1	-3	1	-10	1	-0.5	11	-6	-5	-0.7
Clc1ccc(-c2nc3ccccn3c2CN2CCSCC2)cc1	2	5	-3	7	-2.5	1	-14	-30	-1.2
COc1cc(/C=C/C(=O)OCC(=O)Nc2cc(S(=O)(=O)N3CCCCC3)ccc2C)ccc1O	2	-7	-5	2	3.0	-1	-6	2	9.2
CCc1cccc(C)c1NC(=O)CO/N=C(\N)CC(=O)NC1CCCCC1	-5	12	-5	1	-1.5	10	-12	-9	1.5
CN1C(=O)C(CC(N)=O)N(NC(=O)c2ccc(Cl)cc2)C1=S (configuration not stated)	-3	-6	-3	15	1.1	11	-1	-5	-0.2
COc1cc(NC(=O)c2ccc(Cl)cc2Cl)ccc1-c1cc2ccccc2oc1=O	-6	7	-3	3	1.6	4	-4	-4	1.7
CCOC(=O)c1cc2c(=O)n3ccccc3nc2n(CCOC)c1=NC(=O)C(C)(C)C	7	-10	-2	4	-1.4	2	-16	3	-1.1
C=CCNc1nc(-c2ccc(OC)cc2OC)cs1	-6	2	-7	8	-1.5	9	-4	-3	-1.6
CCO/C(C)=N/Oc1cccc(N(C)C)c1	-13	-2	-3	-2	nt	6	nt	nt	nt
O=C(COc1ccc(NC(=O)c2cccs2)cc1)c1ccc(F)cc1	-3	23	1	7	0.6	4	-12	-2	5.3
Fc1ccccc1Cc1noc(CN(Cc2ccccn2)CC2CCCO2)n1 (configuration not stated)	-8	-2	-7	3	-0.6	4	-15	-21	0.5
CC(=O)Nc1ccc(C(=O)OCC(=O)Nc2ccc(N3CCOCC3)cc2)cc1	11	-18	1	1	0.4	-2	-18	-1	-0.9
COC(=O)c1ccc(Cn2nnc3ccccc32)cc1	12	-2	-1	6	1.4	-7	-9	-17	0.5
CC(Oc1cc2oc(=O)c3c(c2cc1Cl)CCC3)C(=O)N1C[C@H]2C[C@@H](C1)c1cccc(=O)n1C2 (some centres not stated)	3	-8	1	0	-0.5	-5	-7	-17	-0.8
COc1ccc(NC(=O)C2CCCO2)c(OC)c1 (configuration not stated)	-6	1	-2	0	-1.0	2	-6	-13	-0.4
O=C(OCn1ncc(Br)c(Br)c1=O)c1c(F)cccc1F	nt	nt	nt	nt	-1.2	nt	4	-3	0.7
COCc1cc(C)nc(SCC[N+](C)(C)CC(=O)Nc2cccc(C(F)(F)F)c2)c1C#N	40*	-19	-9	2	-1.1	-20	-16	-7	-0.8
O=C(c1cc2ccccc2o1)N1CCN(CCOc2ccccc2)CC1	-11	-18	-6	3	nt	6	nt	nt	nt
COC(=O)c1ccc(S(=O)(=O)NCc2ccc(S(N)(=O)=O)cc2)o1	-11	-19	-3	1	0.1	8	-5	-1	0.8
Cc1ccc2c(c1)N(C(=O)CCC(=O)NCc1ccccn1)CC(C)O2 (configuration not stated)	-12	-16	-4	0	-0.6	1	-2	18	-0.6
CCOC(=O)C1(CCOC)CCN(C(=O)Cc2ccsc2)CC1	-12	-11	-2	0	-0.3	3	-9	-3	-0.1
N#Cc1c(-c2ccc(Cl)cc2)ccnc1N1CCOCC1	5	-5	-3	3	-1.7	6	0	-17	-0.9
Cc1ccc(-c2noc(Cn3nc(C(=O)O)c4ccccc4c3=O)n2)cc1	6	-5	-3	0	0.1	-1	-12	-7	-0.9
COCCNC(=O)Cn1cc2c(n1)CCC(C)C2 (configuration not stated)	-15	-5	0	0	-1.1	6	2	-2	-0.7
Cc1cccnc1CCNC(=O)c1ccc(OC2CCN(Cc3ccccn3)CC2)cc1	0	-15	-6	1	0.9	-1	-9	-13	1.6
Cc1cc(F)ccc1NC(=O)CCc1c(C)nn(-c2ccc(N3CCCCC3)nn2)c1C	-5	1	-10	15	3.6	-1	-10	-13	3.1
CCc1ccc(Cn2ncc3c(C(=O)O)cc(C)nc32)cc1	-11	-7	-1	1	nt	13	nt	nt	nt
CCOC(=O)C1C(=O)NC(c2ccccc2)=NC1c1ccc(Br)cc1 (configuration not stated)	1	2	-8	3	1.3	5	-4	-8	-0.5
CCN(CC)S(=O)(=O)c1cc(C(=O)c2nccn2C)ccc1Cl	-15	-12	-2	0	-0.8	13	-18	-12	-1.3
CCC(C)Nc1nc2c(c(=O)n(C)c(=O)n2C)n1Cc1cccc(C)c1 (configuration not stated)	6	4	-4	6	-1.8	-5	-5	-6	-0.6
Cc1cccc(OCC(=O)Nc2ccc(N3CCN(C(=O)c4ccccc4)CC3)cc2)c1	13	5	-5	12	11	-11	-8	-6	8.7
Nc1ccc2c(c1)Nc1ccccc1CC2	-3	-11	-2	5	0.1	6	-15	4	0.0
O=C(c1c(F)cccc1F)N1CCCC1	-3	19	-6	3	2.0	5	2	5	-0.8
Cc1cccc(OCC(=O)N/N=C\c2cn(C)c3ccccc23)c1	-7	-2	-4	-2	1.2	9	-4	1	1.6
CCCCN(C(=O)c1ccc2ccccc2c1)c1c(N)n(CCCC)c(=O)[nH]c1=O	-1	10	-2	5	0.6	4	2	-9	0.8
